KCNK9 block – blocks the human KCNK9 two-pore domain potassium channel. Q9NPC2. 1.2% of 310,000 active. HEK293 KCNK9, FluxOR thallium flux fluorescence; stronger effect = lower value. B-score at 10 µM;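 active means ratio B-score over 3 SD below the library mean, with starting fluorescence within 5 SD of its mean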;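 further: negative B-score means less thallium flux so channel inhibition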
Dyrk1A ADPGlo – blocks rat Dyrk1A kinase activity | ADP-Glo luminescence, NFATc1 peptide | 0.43% of 310,000 active | inhibition, % at 12.5 µM | Q63470 | AID 504441; in the data active means inhibition above about 50%;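 further: plate controls were vehicle with enzyme for no effect and no enzyme for full effect; many of its hits are not listed in these tables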
RGS4 pot – RGS4 potentiation or activation; HEK293 M3R/inducible RGS4, carbachol calcium flux Fluo4; stronger effect = lower value; B-score at 10 µM; 0.92% of 310,000 active; AID 463111;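 active means B-score of the integrated calcium signal more than 4 SD below the library mean, with starting fluorescence not abnormally high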;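 further: negative B-score means reduced calcium response which marks RGS4 activation or potentiation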
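System – HEK293 FlpIn-TREx cells, stable M3R, doxycycline-inducible RGS4 · Reagent – ECmax carbachol challenge · Times – compound preincubation 20 min at room temperature before agonist · Technique – Fluo4 fluorescence kinetic imaging of calcium · Measure – B score of integrated Fluo4 ratio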
GSK3 alpha inh – human GSK-3 alpha kinase inhibition; 0.1% of 320,000 active; AID 2650; ADP-Glo luminescence, 60 min; inhibition, % at 10 µM;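 in the data active means inhibition above about 50%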;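 further: GST-tagged GSK-3 alpha with peptide substrate and 25 µM ATP; 0% = DMSO neutral wells and 100% = GW8510 positive control wells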
KCNQ1 inh – inhibitors of human KCNQ1 potassium channel | P51787 | CHO-K1 KCNQ1, FluxOR thallium flux fluorescence; stronger effect = higher value | B-score at 10 µM | 1.3% of 310,000 active | AID 2642;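 active means compounds whose thallium flux B-score, printed positive for inhibition, exceeds three library SD while starting fluorescence stays within three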;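 further: channel opened by potassium depolarization with thallium stimulus after 20 min compound exposure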
Target sequence (P51787 whole entry, looked up): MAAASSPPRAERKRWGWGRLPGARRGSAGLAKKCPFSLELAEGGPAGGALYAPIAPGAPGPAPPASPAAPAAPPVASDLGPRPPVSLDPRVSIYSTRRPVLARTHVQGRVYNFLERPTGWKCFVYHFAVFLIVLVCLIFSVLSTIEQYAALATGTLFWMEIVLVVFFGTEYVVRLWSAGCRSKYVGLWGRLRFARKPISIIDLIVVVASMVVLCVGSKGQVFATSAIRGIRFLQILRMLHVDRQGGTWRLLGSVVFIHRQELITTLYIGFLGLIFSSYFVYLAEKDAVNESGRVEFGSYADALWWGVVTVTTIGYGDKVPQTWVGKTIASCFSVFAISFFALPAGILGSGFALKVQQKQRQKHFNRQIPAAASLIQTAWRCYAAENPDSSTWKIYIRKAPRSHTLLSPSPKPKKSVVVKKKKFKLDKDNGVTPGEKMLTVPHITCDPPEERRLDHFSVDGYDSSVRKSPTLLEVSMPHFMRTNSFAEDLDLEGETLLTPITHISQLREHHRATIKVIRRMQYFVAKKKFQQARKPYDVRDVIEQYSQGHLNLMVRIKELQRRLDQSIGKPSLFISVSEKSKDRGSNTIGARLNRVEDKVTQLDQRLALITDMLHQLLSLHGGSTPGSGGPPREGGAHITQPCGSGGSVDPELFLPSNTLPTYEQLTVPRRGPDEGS
KCNK3 block – human KCNK3 channel inhibition, primary screen | O14649 | CHO-KCNK3 thallium flux, FluxOR fluorescence; stronger effect = lower value | B-score at 10 µM | 0.84% of 340,000 active;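 active means B-score under library mean minus 4 SD, starting fluorescence ratio at most library mean plus 5 SD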;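 further: more negative B-score means stronger inhibition of thallium flux through KCNK3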
Target sequence (O14649 whole entry, looked up): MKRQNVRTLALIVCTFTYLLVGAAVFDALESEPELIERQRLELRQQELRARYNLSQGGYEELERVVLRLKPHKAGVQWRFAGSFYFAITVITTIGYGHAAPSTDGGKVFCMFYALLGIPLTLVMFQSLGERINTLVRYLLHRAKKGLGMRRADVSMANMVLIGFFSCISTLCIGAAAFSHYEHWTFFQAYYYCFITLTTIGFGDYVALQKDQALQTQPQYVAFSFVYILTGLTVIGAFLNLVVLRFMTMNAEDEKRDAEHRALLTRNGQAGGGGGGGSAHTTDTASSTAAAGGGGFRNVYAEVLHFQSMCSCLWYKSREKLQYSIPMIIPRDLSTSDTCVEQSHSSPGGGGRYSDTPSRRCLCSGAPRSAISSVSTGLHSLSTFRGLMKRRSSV
RGS4 block – human RGS4 inhibition. AID 463165. HEK293 M3R/RGS4 inducible, Fluo-4 calcium flux; stronger effect = higher value; triggered by carbachol at its EC20. B-score at 10 µM. 0.45% of 310,000 active;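 active means B-score, a plate-corrected calcium signal, over three deviations above library mean, with baseline fluorescence within five deviations of library mean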;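 further: RGS4 expression induced by doxycycline in cells with stable M3 receptor; B-score is computed from the integrated fluorescence ratio over baseline after carbachol; higher B-score means a larger calcium signal and so more RGS4 inhibition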
hERG rescue – hERG (human) protection from proarrhythmic block | 0.51% of 310,000 active | Q12809 | CHO-hERG, FluxOR thallium flux, dofetilide IC70 present | activation (rescue from dofetilide block), less the hit threshold, % at 10 µM;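 active means activation above the mean of controls blocked by dofetilide plus 5 SD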;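 further: thallium influx through hERG after potassium depolarization seen as dye fluorescence rise; in these data hits start at about 4.7%; inactives centre near -7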
PolyA inh – blocks polyadenylation in yeast reporter cells. calls only at 12 µM. S. cerevisiae SKY197-pL101 polyadenylation reporter, beta-gal luminescence; efflux-impaired pdr1/pdr3 knockout yeast; score 100 = 6 SD above DMSO. 0.02% of 300,000 active;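 active means lowest replicate activity score at least 50, where 100 means six control SD above control mean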;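 further: yeast exposed to compound for 9 h at 30 °C; higher score means more reporter readthrough which indicates perturbed polyadenylation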
KCNQ1 act – potentiates or activates the human KCNQ1 potassium channel. P51787. CHO-K1 KCNQ1, thallium flux FluxOR fluorescence; stronger effect = higher value. B-score at 10 µM. 0.35% of 310,000 active. AID 2648;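 active means fluorescence ratio B-score, a plate-corrected score, at least three library SD, with initial intensity B-score within 5 SD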
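Schedule – 37 °C overnight plating, 90-min dark dye load, 20-min compound pretreatment · System – stable KCNQ1 CHO-K1 line · Probe or stimulus – thallium- and potassium-containing depolarizing buffer · Measured by – kinetic FluxOR fluorescence, 10 s baseline plus 110 s post-stimulus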
GSK3beta inhib – inhibitors of human GSK3beta kinase. 0.038% of 300,000 active. AID 2097. activity score (negative = inhibition), % at 10 µM. GST-GSK3beta kinase, ADP-Glo luminescence, 60 min; stronger effect = lower value;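 active means more than half of replicate wells score below -50%, meaning over 50% inhibition versus plate controls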;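 further: 0% = median DMSO wells and -100% = median GW8510 positive control wells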
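Assay system: GST-fused GSK3beta enzyme, cell-free / Medium: Tris pH 7.5 buffer with MgCl2, DTT, BSA, heparin / Also added: peptide substrate plus 25 µM ATP (final) / Compound: 10 µM single point / Timing: kinase reaction with compound 60 min at room temperature / Detection: ADP-Glo luminescence / Benchmarks: DMSO neutral wells and GW8510 at 20 µM as positive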
Active calls of the source: *; i = inactive; / = no result given. An excerpt; count on the stated rates, not on these rows.

Values run as follows: KCNK9 block, Dyrk1A ADPGlo, RGS4 pot, GSK3 alpha inh, KCNQ1 inh, KCNK3 block, RGS4 block, hERG rescue, PolyA inh, KCNQ1 act, GSK3beta inhib
1) COc1cc(OC)cc(C2=NC3(CCC(C)CC3)NC2=S)c1 (configuration not stated)
 : i, 20.6, i, 6.9, i, i, i, -5.5, i, i, -4.8
2) COc1ccccc1NS(=O)(=O)c1cc(NC(=O)c2ccc(Cl)nc2)ccc1Cl
 : i, -5.5, i, /, i, i, i, -5.1, i, i, 2.5
3) C=CCC(=O)NC1CC(C)(C)Cc2c1cnn2-c1ccccc1C (configuration not stated)
 : i, 1.4, i, 0.1, i, i, i, -6.8, i, i, -6.0
4) Cc1ccccc1NC(=O)CS(=O)(=O)c1cn(CC(=O)N2CCOCC2)c2ccccc12
 : i, /, i, -3.2, i, i, i, -11.6, i, i, 2.6
5) Cc1[nH]c(C)c(S(=O)(=O)NCc2ccc(OC(C)C)cc2)c1C(=O)N1CCCC1
 : i, -3.6, i, -3.8, i, i, i, -10.4, i, i, -1.3
6) CCn1c(=O)c2c3c(sc2n2cnnc12)CCC3
 : i, -0.5, i, 16.8, i, i, i, -3.8, i, i, -2.4
7) COc1ccc(CCNC(=O)CN2CCN(Cc3ccc(F)cc3)C2=O)cc1OC
 : i, -4.4, i, -1.5, i, i, i, -7.6, i, i, 0.5
8) Cc1ccc(S(=O)(=O)NCC(=O)OCc2ccccc2Br)cc1
 : i, -5.4, i, 4.3, i, i, i, -12.9, i, i, 4.0
9) Cc1ccc(CCNC(=O)c2ccc(CS(=O)(=O)Cc3ccccc3F)o2)cc1
 : i, -0.6, i, -3.7, i, i, i, -12.6, i, i, 3.0
10) Cc1ccccc1NS(=O)(=O)c1nnc(NC(=O)c2ccc(Cl)cc2)s1
 : i, 1.6, i, -1.9, i, i, i, -7.5, /, i, 1.5
11) Cc1noc(C)c1COc1ccccc1C(=O)NCc1ccccc1Cl
 : i, -4.9, i, 3.8, i, -8.82*, i, -11.8, i, i, 3.9
12) CCOC(=O)CNC(=O)C1COc2ccccc2O1 (configuration not stated)
 : i, 13.8, i, -3.0, i, i, i, -9.0, i, i, -5.4
13) COc1ccc(NC(=S)N(CCc2c(C)[nH]c3ccccc23)Cc2ccco2)cc1
 : i, -4.8, i, -0.1, i, i, i, -4.3, i, i, 0.6
14) CC(C)N(C(=O)COC(=O)[C@@H]1CC(O)CN1S(=O)(=O)c1ccccc1[N+](=O)[O-])C(C)C (some centres not stated)
 : i, -3.6, i, -0.7, i, i, i, -5.7, i, i, 3.6
15) Cc1cc(NC(=O)Cn2ccsc2=N)c([N+](=O)[O-])cc1C
 : i, 5.0, i, -0.7, i, i, i, -2.9, i, i, 4.1
16) CCCn1c(CNS(=O)(=O)c2ccc(C)cc2)nc2ccccc21
 : i, 3.3, i, -2.2, i, i, i, -9.7, i, i, 4.0
17) CCc1ccc(N2C(=O)CC(N(CC3CCCO3)C(=O)/C=C/C(=O)O)C2=O)cc1 (configuration not stated)
 : i, -7.0, i, 1.2, i, i, i, -7.8, i, i, 5.3
18) Cc1cc(Cl)n2c(nc3ccccc32)c1C#N
 : i, 22.6, i, /, 6*, i, 11.1*, -29.8, i, i, 0.6
19) O=C(C(Cc1ccccc1)n1cccc1)N1CCCCCC1 (configuration not stated)
 : i, 4.2, i, -2.5, i, i, i, -15.5, i, i, -1.4
20) O=C(OCC(=O)c1cccs1)c1ccc([N+](=O)[O-])o1
 : i, -5.0, i, -1.0, i, i, i, -8.2, i, i, -1.9
21) Cc1ccc(NC(=O)c2cnc(N3CCN(c4ccccn4)CC3)c3ccccc23)c(Br)c1
 : i, -3.2, -11.1*, -0.3, i, i, i, -9.8, i, i, -3.0
22) O=C(CCNc1n[nH]c(=O)[nH]c1=O)N1CCOCC1
 : i, -5.0, i, 0.4, i, i, i, -5.1, i, i, 4.8
23) Cc1cc(Cl)c(S(=O)(=O)NC2CCCC2)cc1OCC(N)=O
 : i, 14.2, i, -2.9, i, i, i, -5.8, i, i, 1.7
24) COc1ccccc1C(=O)NCC(c1cccnc1)N(C)C (configuration not stated)
 : i, -1.0, i, -2.3, i, i, i, -6.2, i, i, 1.7
25) COc1cc(CCC(=O)NCc2ccc(Cl)cc2)cc(OC)c1OC
 : i, 0.5, i, -2.1, i, i, i, -4.1, i, i, -1.2
26) Cc1c(-c2ccccc2)cnc2c(C)cccc12
 : i, /, i, -1.4, i, i, i, -4.3, i, i, 0.5
27) CCCCC(=O)Nc1nc(C)c(C(C)=O)s1
 : i, 10.9, i, 13.2, i, i, i, -15.7, i, i, -14.5
28) COCCN1C(=O)c2cc(C(=O)Nc3ccc(C)c(F)c3)ccc2C1Nc1ccc(C)c(F)c1 (configuration not stated)
 : i, 2.5, i, -2.6, i, i, i, -5.6, i, i, 0.7
29) O=S(=O)(c1ccccc1)N1CCCN(S(=O)(=O)c2ccccc2)CC1
 : i, -3.4, i, 2.7, i, i, i, -6.7, i, i, 4.8
30) CCCCc1nc(SCCN2CCOCC2)c2c(=O)n(C)c(=O)n(C)c2n1
 : i, /, i, -1.9, i, i, i, -17.7, i, i, -0.8

Remaining list, next part.
Values run as follows: KCNK9 block, Dyrk1A ADPGlo, RGS4 pot, GSK3 alpha inh, KCNQ1 inh, KCNK3 block, RGS4 block, hERG rescue, PolyA inh, KCNQ1 act, GSK3beta inhib
31) COc1ccnc(Oc2ccccc2)c1C#N
 : i, -5.0, i, -3.1, i, i, i, -0.8, i, i, 3.2
32) CCc1ccccc1OCC(=O)OCC(=O)c1c(N)n(C)c(=O)n(C)c1=O
 : i, -1.8, i, -0.4, i, i, i, -7.8, i, i, 1.8
33) Nn1c(COc2ccccc2F)nnc1SCC(=O)NC1CCCC1
 : i, -1.0, i, -3.4, i, i, i, -7.0, i, i, 2.7
34) O=C(COC(=O)Cc1c(Cl)cccc1Cl)NCCC1=CCCCC1
 : i, 0.7, i, -3.0, i, i, i, -5.3, i, i, -1.3
35) CN(Cc1ccccn1)C(=O)CC1C(=O)NCCN1Cc1ccc(F)cc1Cl (configuration not stated)
 : i, 4.5, i, -3.6, i, i, i, -7.4, i, i, -1.1
36) C[C@H]1O[C@H]1P(=O)(O)O
 : i, 7.2, i, /, i, i, i, -4.3, i, i, -0.6
37) O=C1CCC(c2ccccc2)c2ccccc21 (configuration not stated)
 : i, /, i, -2.0, i, i, i, -4.5, i, i, -2.0
38) O=C(Nc1c(Cl)ccc2nsnc12)c1cccnc1
 : i, 3.1, i, /, i, i, i, -6.9, i, i, 4.6
39) COc1ccc(-c2csc3ncnc(N4CCN(c5cccc(Cl)c5)CC4)c23)cc1
 : i, 10.6, i, -1.6, 6*, i, i, -15.8, i, i, 2.5
40) COc1cc(C(=O)NNC(=O)c2ccc(NC(=O)C(C)(C)C)cc2)cc(OC)c1OC
 : i, /, i, -2.0, i, i, i, 1.6, i, i, -1.2
41) COc1ccc(-c2cc(C(=O)OCC(=O)Nc3ccc4c(c3)OCO4)c3ccccc3n2)cc1
 : i, -3.8, i, -1.0, i, i, i, -7.7, i, i, 1.3
42) CCN(CC)C(=O)C1CCCN(C(=O)CCn2nnnc2CN2CCOCC2)C1 (configuration not stated)
 : i, -1.4, i, 0.1, i, i, i, -4.4, i, i, 2.6
43) C=CCOC(=O)C1=C(C)Nc2nnnn2C1c1ccc(OC)cc1OC (configuration not stated)
 : i, 4.6, i, 0.6, i, i, i, -10.2, i, i, -3.1
44) CCOC(=O)N1CCN(S(=O)(=O)c2ccc(OCC)c3ccccc23)CC1
 : i, -2.6, i, -0.6, i, i, i, -9.7, i, i, 0.7
45) O=C(COC(=O)c1cccc(S(=O)(=O)N2CCN(c3ccccc3)CC2)c1)NCc1ccco1
 : i, 2.2, i, -2.9, i, i, i, -3.9, i, i, 2.9
46) CCOC(=O)c1c(-c2ccccc2)nc2c(C)cccn12
 : i, 13.3, i, 2.1, i, i, i, -5.9, i, i, 2.8
47) O=C1N/C(=N/N=C/c2ccc(F)cc2)SC1c1ccccc1 (configuration not stated)
 : i, /, i, -2.8, i, i, i, -5.8, i, i, 1.5
48) O=C(CCN1C(=O)c2ccncc2C1=O)Nc1ccc(F)cc1
 : i, -8.3, i, /, i, i, i, -9.0, i, i, -1.3
49) CCCC12CN3CC(CCC)(CN(C1)C3C(O)C(O)C(O)CO)C2=O (configuration not stated)
 : i, 1.3, i, /, i, i, i, -5.6, i, i, -19.8
50) CCOc1ccccc1CNCC1CCCO1 (configuration not stated)
 : i, 11.0, i, -2.3, i, i, i, -12.1, i, i, -0.4
51) Cc1ccc(C)c(Cn2nnc3c(=O)[nH]c(C4CCN(C(=O)c5ccco5)CC4)nc32)c1
 : i, -4.4, i, 11.4, i, i, i, -11.5, i, i, /
52) N#C/C(=C\c1cccs1)C(=O)c1ccccc1
 : i, -0.6, i, 0.4, i, i, i, -8.9, i, i, -0.5
53) C/C(CC(=O)NCCN1CCOCC1)=N\NC(=O)c1ccncc1
 : i, 2.4, i, -0.8, i, i, i, -8.6, i, i, -1.6
54) Nc1ccc(S(=O)(=O)N2CCC(Cc3ccccc3)CC2)cc1
 : i, -5.0, i, -0.4, i, i, i, -6.1, i, i, -0.3
55) O=C(NC1CCN(C(=S)Nc2ccccc2)CC1)C1CCCCC1
 : i, 0.0, i, -1.7, i, i, i, -8.9, i, i, -0.7
56) CCOc1ccccc1NC(=O)Cn1c(=O)c(OCC)nc2cnccc21
 : i, -4.0, i, -1.0, i, i, i, -9.1, i, i, 3.3
57) CC(=O)OCC(=O)Nc1c(C)cccc1C
 : i, 0.4, i, -1.1, i, i, i, 0.3, i, i, -0.9
58) O=C1CCCCCN1Sc1ccccc1
 : i, 0.7, i, -3.2, i, i, i, -9.0, i, i, 1.7
59) COc1ccc(-c2nc(Cn3c(SCc4ccc(C)cc4)nc4ccncc43)c(C)o2)cc1OC
 : i, -2.2, i, -1.3, i, i, i, -19.6, i, i, 4.7
60) CN(C(=O)COC(=O)c1cc(S(=O)(=O)N2CCCCC2)ccc1N1CCOCC1)C1CCS(=O)(=O)C1 (configuration not stated)
 : i, 2.9, i, -0.9, i, i, i, -13.2, i, i, 2.9
61) O=C(Nc1nncs1)c1ccc(Br)c(S(=O)(=O)N2CCCC2)c1
 : i, 9.7, i, 0.0, i, i, i, -0.6, i, i, -1.6

Screening results (PubChem BioAssay)
